Hsp70 displacement: Hsp70 inhibitors, probe displacement, primary screen, biochemical, fluorescence polarization (AID 583); displacement, % at 20 µM, or IC50 in µM where a hit was titrated; Heat shock 70 kDa protein 1A (Homo sapiens); 0.06% of 140,000 active; Hsp70 fluorescence polarization probe displacement, mP; higher % means a stronger effect; in the data active = displacement above about 50%;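 note: plate controls were vehicle for no effect and reference ligand for full effect; a part of the inactive calls stands beside numbers as strong as those of hits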
Rat MKP-3 inhibitors: MKP-3 phosphatase inhibitors, primary screen, biochemical, rat enzyme, in vitro (AID 425). Dual specificity protein phosphatase 6 (Rattus norvegicus). recombinant MKP-3 phosphatase activity, fluorescence; higher % means a stronger effect. one-dose inhibition, % at 20 µM; IC50 in µM for titrated hits. 0.17% of 110,000 active; in the data active = inhibition above about 50%;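 note: plate controls were vehicle for no effect and reference inhibitor for full effect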
Numbers without * were called inactive; nt = no result given; & = joins results of further samples. Some of the compounds tested. The share of hits here may be higher or lower than overall.

Hsp70 displacement,Rat MKP-3 inhibitors,mol
-0.4%,1.2%,COC(=O)c1ccc(C(=O)OC)c(NC(=O)COc2ccc(C)cc2C(C)(C)C)c1
-133.0%,51.8%*,O=C(Nc1ccc(-c2nc3ccccc3[nH]2)cc1)c1ccc(Cl)c(Cl)c1
-1.8%,nt,COC(=O)c1ccc(C(=O)OCc2nc3cc4ccccc4cc3[nH]2)cc1
3.9%,-2.7%,CCOC(=O)COc1ccc(S(=O)(=O)NCc2ccco2)cc1
-2.6%,-23.8%,Cc1cc(NC(=O)CSc2ccccc2)no1
4.5%,nt,CCNC(=O)NC(=O)C(C)Sc1ccc2c(c1)OCCO2 (configuration not stated)
2.2%,7.3%,O=C(Cc1nc2ccccc2s1)c1ccc(O)cc1O
-0.6%,-4.5%,Cc1cc2cc(C)c3nnc(SCC(=O)NCc4ccco4)n3c2cc1C
4.2%,nt,Cc1cc2cc(CNC(=O)c3cccs3)ccc2n1C
4.1%,15.9%,c1ccc2c(c1)nc(CN1CCOCC1)n1c3ccccc3nc21
-3.3%,nt,CCOC(=O)c1cnc2ccc(OCC)cc2c1N1CCN(c2ccccc2OC)CC1
8.4%,2.0%,CCOC(=O)c1c(NC(=O)c2ccco2)sc2c1CCCC2
6.2%,-0.7%,CC1=C(C(=O)Nc2ccccc2)C(c2ccc(C)o2)n2ncnc2N1 (configuration not stated)
-2.3%,nt,Cc1ccc(NC(=O)Nc2ccccc2C(=O)NCc2ccccc2)cc1
-4.5%,-0.5%,O=C(Nc1cccc(F)c1)c1ccc2c(c1)OCO2
-1.5%,1.9%,c1ccc(-c2nnc(CSc3nc4ccccc4[nH]3)o2)cc1
-1.9%,nt,CN1c2ccccc2C(C)(C)C12CC(CCl)=NO2 (configuration not stated)
0.6%,1.4%,CC1(C)Cc2c(c(=S)nc(-c3ccccc3)n2CCCN2CCOCC2)CO1
-2.8%,nt,CN1CCN(C2=Cc3ccccc3Sc3cc(F)ccc32)CC1
6.6%,-5.4%,COc1ccc(CCn2c(C)cc3c(c2=O)C(c2ccc4c(c2)OCO4)C(C#N)=C(N)O3)cc1OC (configuration not stated)
6.0%,5.8%,Cc1ccccc1Cn1c(=O)c2c(nc3n2CCCN3Cc2ccccc2)n(C)c1=O
5.9%,1.7%,CC(=O)NC1=NC(=O)/C(=C\c2ccc3c(c2)OCO3)S1
-3.4%,2.6%,CCCc1cc(=O)oc2cc(C)cc(OCC(C)=O)c12
4.8%,5.0%,O=C(O)C1CSC(c2ccccc2)N1C(=O)c1ccco1 (configuration not stated)
-2.8%,2.2%,CCOc1ccc(CNC(=O)NS(=O)(=O)c2ccc(OC)cc2)cc1
nt,-7.5%,Cc1ccc(C(C(=O)NC2CCCC2)N(Cc2cccs2)C(=O)CNC(=O)c2cccs2)o1 (configuration not stated)
-2.3%,2.3%,COc1ccc(/C=N/NC(=O)C2CC(=O)N(c3ccc(Cl)cc3)C2)cc1 (configuration not stated)
2.9%,0.2%,C/C(=N\NC(=O)c1cc(C)[nH]n1)c1ccc(Br)cc1
nt,7.1%,CCOC(=O)c1c(NC(=O)c2ccco2)sc(C(=O)N2CCCC2)c1C
9.3%,1.5%,COCCn1c(=NC(=O)CSC(C)=O)sc2cc(F)ccc21

Quoted at random: 2 entries already listed
Hsp70 displacement,Rat MKP-3 inhibitors,mol
-2.3%,2.3%,COc1ccc(/C=N/NC(=O)C2CC(=O)N(c3ccc(Cl)cc3)C2)cc1 (configuration not stated)
2.9%,0.2%,C/C(=N\NC(=O)c1cc(C)[nH]n1)c1ccc(Br)cc1

Next part
Hsp70 displacement,Rat MKP-3 inhibitors,mol
6.5%,nt,CCN(CC)c1ccc(-n2c(C)cc(C=O)c2C)cc1
7.7%,-4.6%,COc1ccc2oc(C)c(C(=O)Cn3ccnc3)c2c1
1.4%,-9.0%,COCCn1c(=O)[nH]c2cc(C(=O)NCCc3ccc(OC)c(OC)c3)ccc2c1=O
-2.0%,-9.9%,Cc1ccc(C2C(C#N)=C(N)SC(N)=C2C#N)o1
4.4%,-0.4%,COc1ccc(NC(=O)CN(c2ccc(Oc3ccccc3)cc2)S(C)(=O)=O)cc1OC
20.2%,-3.9%,CC(C)OC(=O)CSc1nc2ncccc2[nH]1
-2.4%,-8.9%,COc1cc(CNCc2ccc(OC)c(OC)c2OC)cc(OC)c1
0.2%,-10.0%,CCCc1cc(C(=O)Nc2ccccc2C(=O)OC)no1
-0.9%&-2.6%,-1.6%&1.8%,CCOC(=O)c1c(C)oc2cc(Br)c(OC(C)C(=O)OCC)cc12 (configuration not stated)
0.2%,1.9%,Cn1c(SCC(=O)N2CCN(c3cccc(Cl)c3)CC2)nnc1-c1ccncc1
3.8%,-1.0%,Cc1onc(-c2c(Cl)cccc2Cl)c1C(=O)NCCc1ccccc1
-58.8%,-9.4%,COc1ccc(C(C)=O)c(Oc2nc(CN3CCOCC3)nc3scc(-c4cccs4)c23)c1
0.1%&-1.2%,-6.6%&2.8%,Cc1[nH]nc2c1C(C1CC=CCC1)C(C#N)=C(N)O2 (configuration not stated)
-1.8%,-14.4%,Cc1nc(CCNS(=O)(=O)c2cccs2)cs1
-1.1%,nt,Cc1cccc2c(=O)n3c(nc12)CCCCC3
3.3%,-1.3%,COCCNC(=O)CC12CC3CC(C1)CC(CC(=O)NCCOC)(C3)C2
3.7%&3.0%,4.1%&-1.8%,O=C1c2ccccc2NC(c2ccco2)N1O (configuration not stated)
-1.6%,0.2%,O=C(C1CCCN(Cc2ccccc2Br)C1)N1CCCCC1 (configuration not stated)
3.2%,nt,CCOC(=O)C1=C(C)N(C)C(C)=C(C(=O)OCC)C1c1ccc(C(=O)OC)cc1
-5.8%,nt,O=C(O)CC(c1cccc2ccccc12)n1cccc1 (configuration not stated)

Rat MKP-3 inhibitors, hit marks shown above.
Hsp70 displacement,Rat MKP-3 inhibitors,mol
-133.0%,51.8%*,O=C(Nc1ccc(-c2nc3ccccc3[nH]2)cc1)c1ccc(Cl)c(Cl)c1

Other records follow:
Hsp70 displacement,Rat MKP-3 inhibitors,mol
2.5%,nt,COc1ccc(S(=O)(=O)N2C3CCC2CC(NC(=O)NC2CCCCC2)C3)cc1 (configuration not stated)
-1.6%,3.9%,CCOC(=O)c1c(-c2ccccc2)oc2ccc(O)c(CN3CCCC(C)C3)c12 (configuration not stated)
-3.5%,5.0%,Cc1ccc2c(c1)[nH]c1c(=O)n(CCN3CCNCC3)cnc12
-0.5%,-1.1%,C=C(C)Cn1c(=S)[nH]c2sc3c(c2c1=O)CC(C)(CC)OC3 (configuration not stated)
-0.9%,3.8%,CC1=Nc2ccccc2/C1=C/c1c(O)n(-c2ccc(Cl)cc2)c(=O)[nH]c1=O
-2.5%,5.0%,O=C(CC1S/C(=N\N=C\c2ccccc2)NC1=O)Nc1ccc(Cl)cc1Cl (configuration not stated)
3.8%,-8.4%,COc1ccc(-c2nnc3ccc(SC(C(C)=O)C(C)=O)nn23)cc1OC
4.2%,-1.7%,Cc1ccc(OCCNC(=O)c2cccc3ccccc23)cc1
-0.7%,-1.8%,Cc1cccc(NC(=O)c2ccccc2[N+](=O)[O-])c1
0.7%,nt,CC(C)NC(=O)c1ccc(COCC(F)(F)C(F)F)cc1
-0.2%,nt,N#Cc1ccc(N=c2ssnc2Cl)cc1
8.5%,8.4%,O=C(O)c1ccc(S(=O)(=O)NC2CCCc3ccccc32)cc1 (configuration not stated)
0.5%,-5.9%,COc1ccc2nc(NC3=NCN(CC4CCCO4)CN3)nc(C)c2c1 (configuration not stated)
-5.3%,-8.1%,Cc1ccc2[nH]c(=O)c(C(c3nnnn3CC3CCCO3)N3CCOCC3)cc2c1 (configuration not stated)
-4.4%,1.1%,CC1=C(C(=O)Nc2ccccc2)C(c2ccc(N(C)C)cc2)NC(=S)N1 (configuration not stated)
8.3%,nt,CCOc1cc(C2c3c(n[nH]c3C)C(=O)N2c2ccc(C)cc2)ccc1O (configuration not stated)
-5.7%,4.7%,CCc1ccc(-c2nc(CS(=O)CC(=O)NCc3cccnc3)c(C)o2)cc1 (configuration not stated)
7.1%,-0.1%,O=C(O/N=C(/c1ccncc1)c1ccc([N+](=O)[O-])cc1)c1ccc(Br)cc1
9.6%,0.6%,Cc1nnc(C)n1/N=C/c1ccc(O)cc1O
-2.2%,3.9%,O=C(Nc1cc(C(F)(F)F)cc(C(F)(F)F)c1)c1c(F)cccc1F

Whole records as entered above.
N#Cc1ccc(N=c2ssnc2Cl)cc1 as listed: Hsp70 displacement = -0.2%; Rat MKP-3 inhibitors = nt
O=C(Nc1cc(C(F)(F)F)cc(C(F)(F)F)c1)c1c(F)cccc1F as listed: Hsp70 displacement = -2.2%; Rat MKP-3 inhibitors = 3.9%

Continuation:
Hsp70 displacement,Rat MKP-3 inhibitors,mol
-1.7%,-9.2%,O=C(C1CCC1)N1CCC(c2nc3c(nnn3Cc3c(F)cccc3Cl)c(=O)[nH]2)CC1
2.9%,nt,CCCCC(=O)Nc1cc(OC)c(NC(=O)C2CCCCC2)cc1OC
1.0%,-0.3%,COc1cccc(C(=O)N2CCN(Cc3cc(OC)c(OC)cc3OC)CC2)c1
2.2%,1.7%,CCCCOc1ccc2c(C(F)(F)F)cc(=O)oc2c1
-3.0%,-3.3%,O=c1c2ccccc2c(/C=N/c2ncn[nH]2)c(O)n1Cc1ccccc1
-2.0%,2.1%,Cc1ccc(/C=C2\SC(=S)N(c3ccc(C)c(C)c3)C2=O)o1
0.5%,-1.1%,CC1=C(C(=O)NCc2ccco2)C2(CCC(C)CC2)OC1=O (configuration not stated)
3.4%,0.4%,Cc1cc(/C=C2\C(=O)NC(=O)N(c3ccc4c(c3)OCO4)C2=O)c(C)n1-c1cccc([N+](=O)[O-])c1
0.2%,-11.5%,CCOC(=O)CNC(=O)c1cn(C)c(=O)c2cc(OC)c(OC)cc12
10.5%,2.4%,Cn1c(=O)c2ncn(CC(=O)NCCOc3ccccc3)c2n(C)c1=O
7.6%,-10.7%,Cc1ccc(C)c(CSc2nnc(CCN)o2)c1
-0.4%,14.8%,O=C(COc1ccccc1[N+](=O)[O-])Nc1ccc(-c2nc3ccccc3o2)cc1
0.4%,2.1%,CCC(=O)Nc1nnc(Cc2ccccc2)s1
-0.8%,-6.6%,CCOC(=O)C1CCN(C(=O)CN(c2ccc(OC)cc2)S(=O)(=O)c2c(C)nn(C)c2C)CC1
0.2%,0.1%,CC1(C)CC(NC(=O)CNC2CCCCC2)CC(C)(C)N1
-6.6%,2.2%,O=C(CSc1nc2ccccc2[nH]1)N/N=C/c1cccc(Cl)c1Cl
2.7%,-9.8%,O=C(CC(SCCO)c1ccc2c(c1)OCO2)c1ccco1 (configuration not stated)
1.5%,-2.3%,COc1cc2c(cc1OC)C(c1ccc3c(c1)OCO3)C1=C(CC(C)(C)CC1=O)N2 (configuration not stated)
-6.6%,1.1%,N#Cc1c2c(nc(N)c1-c1ccccc1)CCCCC2
1.0%,-5.7%,Cc1ccc(-c2nnc(SCC(=O)Nc3nc4c(s3)CCCC4)n2C)cc1
-0.3%,-1.6%,COC(=O)C1=CNC=C(C(=O)OC)C1c1ccccc1Cl
-1.6%,3.7%,Cc1ccc(N(CC(=O)NC2CCCCC2)S(=O)(=O)c2ccc(F)cc2)cc1
4.2%,-2.2%,CCOC(=O)C(=O)Nc1ccc([N+](=O)[O-])cc1OC
-2.1%,3.4%,CCOc1ccc(/C(O)=C2/C(=O)C(=O)N(c3cc(C)on3)C2c2ccc(C(=O)OC)cc2)cc1 (configuration not stated)
-4.3%,3.8%,CCOC(=O)N1CCC(c2cc(=O)n3[nH]c(C)c(-c4ccc(F)cc4)c3n2)CC1
-4.5%,nt,CC(=O)Nc1ccc(S(=O)(=O)N2CCN(C)CC2)cc1
0.0%,-11.7%,Cc1ccc(CCNC(=O)C2CCC(=O)N2C2CCCC2)cc1 (configuration not stated)
-4.7%,-1.8%,Cc1ccc(S(=O)(=O)N(Cc2nccn2C)C(C)C)cc1
-0.6%,2.3%,O=C(NNC(=O)c1ccccc1Cl)c1ccc(O)cc1O
-2.2%,-7.6%,c1ccc(Oc2ccc(-n3cnnn3)cc2)cc1

Already shown: 3 of the compounds above.
Hsp70 displacement,Rat MKP-3 inhibitors,mol
-0.3%,-1.6%,COC(=O)C1=CNC=C(C(=O)OC)C1c1ccccc1Cl
-1.6%,3.7%,Cc1ccc(N(CC(=O)NC2CCCCC2)S(=O)(=O)c2ccc(F)cc2)cc1
4.2%,-2.2%,CCOC(=O)C(=O)Nc1ccc([N+](=O)[O-])cc1OC

Other records follow:
Hsp70 displacement,Rat MKP-3 inhibitors,mol
-1.1%,-6.7%,Cc1cc(C)c2c(N=CN(C)C)c(C(=O)N3CCN(c4ncccn4)CC3)sc2n1
0.6%,-1.1%,O=S(=O)(N1CCOCC1)N1CCCN(S(=O)(=O)N2CCOCC2)CC1
-4.0%,4.9%,COc1ccc(NC2CC(=O)N(c3ccc(I)cc3)C2=O)cc1 (configuration not stated)
2.4%,-2.6%,COc1cc2cc(CN(Cc3nnnn3C3CCCC3)C3CCCC3)c(=O)[nH]c2cc1OC
-2.5%,-1.3%,COc1ccc(NC(=O)COc2cccc(C)c2)c([N+](=O)[O-])c1
1.0%,-0.2%,CN(C)CCCN1C(=O)CSC1c1ccc(Br)cc1 (configuration not stated)
-3.7%,0.5%,COc1ccc(CCNC(=O)CN(c2ccc(C)cc2)S(=O)(=O)c2ccccc2)cc1OC
-1.0%,nt,Cc1ccc(-c2nnc(N3CCCCC3)c3ccccc23)cc1S(=O)(=O)NCC1CCCO1 (configuration not stated)
-4.2%&-0.6%,-9.8%,COC(=O)C(C)N(C(=O)c1cccc2ccccc12)c1c(C)cccc1C (configuration not stated)
1.6%,-1.0%,O=C(c1ccccc1)c1cc(Br)ccc1NC(=O)c1nc[nH]c1C(=O)O
-2.5%,-0.3%,Cc1occc1C(=O)Nc1cccc(Cn2cccn2)c1

Screens as filed in PubChem BioAssay.
